Screens from PubChem.
CHRM4 antagonist = CHRM4 antagonism in calcium assay; P08173; CHO-hM4 cells, ACh EC80, Fluo-8 calcium fluorescence; inhibition, % at 3 µM; 360,000 compounds, 0.73% hits;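 active = inhibition above its plate's cutoff, the mean inhibition of sample wells plus 3 SD, cut at about 27% in these data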;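 also: 0% = acetylcholine EC80 with DMSO and 100% = DMSO without agonist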
M4 PAM = positive allosteric modulators of human muscarinic M4 receptor. CHO-K1 hM4/Gqi5, Fluo-8 calcium fluorescence, ACh EC20; 0% = ACh EC20, 100% = maximal ACh. AID 624126. activation, % at 3 µM. 360,000 compounds, 0.4% hits. P08173;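 active = activation above its plate's cutoff, the mean activation of sample wells plus 3 SD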; also: some results filed as inactive read as strong as hits
CRFBP-R2 agonist = agonists of human CRF-binding protein/CRF-R2 receptor complex; HEK293 CRF-R2/CRF-BP, calcium dye fluorescence (FLIPR); percent of saturating CRF peptide response; activation, % at 13.2 µM; 350,000 compounds, 0.46% hits; AID 588473;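 active = activation of at least 50%, plus an integration ratio under a set limit after plate pattern correction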;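 also: plate controls were neutral control wells without compound for no effect and CRF at EC100 for full effect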
CHRM5 antagonist = antagonists of human muscarinic M5 receptor (CHRM5); CHO-hM5 cells, Fluo-8 calcium fluorescence, ACh EC80; inhibition, % at 3 µM; 360,000 compounds, 0.59% hits; AID 624040;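 active = inhibition above a per-plate cutoff, the mean of that plate's test compounds plus 3 SD, cut at about 27% in these data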;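 also: 0% = acetylcholine EC80 with DMSO and 100% = DMSO without agonist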
Target sequence (P08912 whole entry, looked up): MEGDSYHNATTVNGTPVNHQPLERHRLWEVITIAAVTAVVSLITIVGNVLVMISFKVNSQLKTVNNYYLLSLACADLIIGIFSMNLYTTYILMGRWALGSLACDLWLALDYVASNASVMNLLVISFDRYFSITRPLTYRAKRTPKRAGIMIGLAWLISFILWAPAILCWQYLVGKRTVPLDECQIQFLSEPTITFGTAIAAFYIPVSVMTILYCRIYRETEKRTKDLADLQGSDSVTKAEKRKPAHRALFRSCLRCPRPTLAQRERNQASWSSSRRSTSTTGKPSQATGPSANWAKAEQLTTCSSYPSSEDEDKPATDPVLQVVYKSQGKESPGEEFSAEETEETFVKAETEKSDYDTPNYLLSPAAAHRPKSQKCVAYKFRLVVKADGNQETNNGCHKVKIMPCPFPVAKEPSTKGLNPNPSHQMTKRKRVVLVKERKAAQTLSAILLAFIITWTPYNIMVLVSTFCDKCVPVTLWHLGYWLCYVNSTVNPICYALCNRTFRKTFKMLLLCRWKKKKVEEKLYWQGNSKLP
CRFR2-BP antag = antagonists of CRF-binding protein/CRF-R2 receptor complex; inhibition, % at 11.8 µM; HEK293 CRF-R2/CRF-BP, CRF-induced calcium fluorescence; AID 588475; 350,000 compounds, 0.59% hits;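 active = inhibition of the ligand-induced calcium signal above about 50% at the single tested concentration, limit read from the data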
M5 PAM = CHRM5 positive allosteric modulation. P08912. activation, % at 3 µM. AID 624038. CHO-K1 hM5, Fluo-8 calcium, ACh EC20 PAM; 0% = ACh EC20, 100% = ACh EC100. 360,000 compounds, 0.3% hits;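 active = activation above the run cutoff, the mean activation of all test compounds plus 3 SD, cut at about 18% in these data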
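system = human M5 receptor in CHO-K1 cells | reagent = EC20 acetylcholine as agonist stimulus | compound dosing = single-point, 3 µM nominal | incubation = Fluo-8 loading 80 min at 37 °C plus 30 min room temperature | detection = Fluo-8 calcium dye fluorescence, kinetic read | benchmarks = low control EC20 acetylcholine (0%), high control EC100 acetylcholine (100%)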
M4 ag = agonists of human muscarinic M4 receptor (CHRM4); CHO-K1 hM4/Gqi5, Fluo-8 calcium fluorescence; vehicle 0%, full acetylcholine response 100%; activation, % at 3 µM; AID 624127; 360,000 compounds, 0.14% hits;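 active = activation above the run mean over all test wells plus 3 SD, cut at about 32% in these data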;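 also: peak over basal fluorescence ratio per well then scaled between controls; 0% = DMSO wells and 100% = acetylcholine at EC100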
M5 ag = agonists of human muscarinic M5 receptor (CHRM5). P08912. activation, % at 3 µM. CHO-K1 hM5 cells, Fluo-8 calcium fluorescence; 0% DMSO wells, 100% maximal acetylcholine response. 360,000 compounds, 0.19% hits;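 active = activation above the run's mean over test compounds plus 3 SD, cut at about 23% in these data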;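 also: signal is peak over basal fluorescence ratio across the kinetic read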
M1 PAM = potentiates human M1 receptor response to acetylcholine; P11229; CHO-K1 hM1, Fluo-8 calcium fluorescence, ACh EC20; 0% = ACh EC20, 100% = maximal ACh; activation, % at 3 µM; 360,000 compounds, 0.088% hits; AID 588819; in the data active = activation above about 19%, passing the limit was not always enough
Target sequence (P11229 whole entry, looked up): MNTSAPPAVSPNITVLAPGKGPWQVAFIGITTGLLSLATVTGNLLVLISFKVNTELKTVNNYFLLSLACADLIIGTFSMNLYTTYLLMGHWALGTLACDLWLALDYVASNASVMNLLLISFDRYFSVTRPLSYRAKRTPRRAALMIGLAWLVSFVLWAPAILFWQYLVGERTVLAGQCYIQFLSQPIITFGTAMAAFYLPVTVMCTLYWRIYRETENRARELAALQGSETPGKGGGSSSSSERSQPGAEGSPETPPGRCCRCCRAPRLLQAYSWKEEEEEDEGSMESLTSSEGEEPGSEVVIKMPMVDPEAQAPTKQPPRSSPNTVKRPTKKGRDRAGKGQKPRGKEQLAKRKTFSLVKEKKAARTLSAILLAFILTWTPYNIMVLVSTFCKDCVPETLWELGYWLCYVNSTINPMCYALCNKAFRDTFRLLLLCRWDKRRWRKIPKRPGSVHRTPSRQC
Starred values were filed as active, the others as inactive; x = no result given. Hits appear at their usual frequency (roughly 2.6% active in at least one column).

SMILES | CHRM4 antagonist | M4 PAM | CRFBP-R2 agonist | CHRM5 antagonist | CRFR2-BP antag | M5 PAM | M4 ag | M5 ag | M1 PAM
O=C1Nc2ccc(F)cc2C12Nc1ccccc1-c1nnc(SCc3ccccc3Cl)nc1O2 (stereo not given) | -0.2 | 7.6 | -1.9 | -7.0 | 22.5 | 2.0 | 0.6 | -0.9 | 6.8
O=C(CN1CCN(c2ccccc2)CC1)N1CCc2[nH]c3ccccc3c2C1 | -4.0 | -2.8 | 0.0 | -10.5 | -5.6 | -5.1 | 3.8 | -5.8 | -0.8
Cc1ccc2cc(CN(CC(C)C)C(=O)C3CCCO3)c(=O)[nH]c2c1 (stereo not given) | 10.6 | 2.4 | -2.1 | -7.3 | 10.4 | 3.6 | 1.2 | 0.0 | 2.9
CC1CN(CC(O)COC(c2ccccc2)c2ccccc2)CC(C)O1 (stereo not given) | 11.8 | -8.5 | -0.5 | 8.2 | 23.1 | -5.5 | 0.8 | -3.2 | -15.5
COc1cccc(CNC(=O)CNC(=S)N(Cc2ccccc2)Cc2ccccc2F)c1 | 2.7 | -3.9 | 1.3 | 10.1 | -4.8 | -2.1 | 2.5 | -1.6 | 4.0
O=[N+]([O-])c1ccccc1CN1CCN(Cc2ccccn2)CC1 | -4.5 | 5.9 | -2.4 | 1.6 | 11.8 | 0.7 | 2.7 | -1.9 | -5.8
Cc1nc2nc(N)nn2c(C)c1C/C=C/c1ccccc1 | 2.4 | 4.9 | 0.5 | 4.2 | -1.1 | 5.8 | 3.2 | 4.6 | 11.9
COc1cc2c(cc1OC)C(C(=O)O)C(c1cc(Br)c(O)c(OC)c1)N(C)C2=O (stereo not given) | -14.5 | 2.9 | 1.7 | -10.3 | 1.2 | 12.8 | 0.7 | 2.6 | 1.6
Cc1cc(S(=O)(=O)N2CCOCC2)ccc1OCC(=O)Nc1cccc(C(F)(F)F)c1 | 14.2 | -11.8 | 3.4 | 14.9 | -14.0 | -5.7 | 0.1 | -1.4 | -3.0
C[C@H](NC(=O)OCc1ccccc1)c1nnc([C@H](C)NC(=O)OCc2ccccc2)o1 | -7.9 | 2.8 | -0.3 | 5.6 | -4.3 | 2.1 | 1.9 | 2.4 | 1.3
CCN1C(=O)[C@@H]2[C@@H](c3ccc(-c4ccc(C(C)=O)cc4)c(OC)c3)N3CCCC[C@@]3(C(=O)OC)[C@@H]2C1=O | 0.7 | 1.5 | -0.3 | 15.0 | 4.3 | 0.5 | -0.6 | -0.6 | 2.4
CCCCn1c(N)c(N(CCOC)C(=O)CSc2nc3ccc(C)cc3[nH]2)c(=O)[nH]c1=O | -1.1 | 1.8 | -1.1 | 0.9 | 3.0 | -6.7 | -0.3 | 0.4 | 6.1
O=C(Cn1c(=O)oc2ccccc21)NCCc1ccccc1 | -3.1 | 0.1 | -0.8 | -0.5 | -4.3 | -2.7 | 0.8 | -4.2 | 16.1
CC1(C(=O)Nc2ccc3nc[nH]c3c2)CCN1C(=O)C1(c2ccccc2)CCCC1 (stereo not given) | -10.5 | 8.7 | x | -1.9 | x | -0.6 | 2.0 | 1.6 | 15.2
CSCCCNC(=O)c1ccccc1OC1CCN(S(C)(=O)=O)CC1 | -4.1 | 3.9 | 0.5 | -6.3 | -0.8 | -5.7 | 3.0 | -0.1 | 4.8
CCCN(CCC)S(=O)(=O)c1ccc(C(=O)Nc2nnc(CSC)o2)cc1 | -0.5 | -0.2 | -0.3 | -4.8 | 4.1 | 0.5 | -0.6 | 3.9 | 4.7
COC(=O)c1cc(Br)c(=O)n(Cc2ccc(OC)c(OC)c2)c1 | 7.8 | 6.2 | 10.1 | 2.0 | -1.8 | -2.9 | 1.6 | 6.1 | 2.3
CCOC(=O)N1CCN(S(=O)(=O)N2CCCC(C(=O)NCc3ccccc3OCC)C2)CC1 (stereo not given) | -4.2 | 0.2 | -0.4 | -12.1 | 9.2 | -2.9 | 6.8 | 2.5 | 6.4
CC(C)(C)c1ccc(C(CC(=O)O)NC(=O)Cc2ccccc2)cc1 (stereo not given) | -6.0 | 10.5 | 3.3 | 7.8 | 12.6 | 1.2 | 0.5 | -5.2 | 14.2
CC1(C)Cc2cccc(OCC(=O)NCc3ccccc3)c2O1 | -4.5 | 5.7 | -0.1 | -11.1 | 1.1 | 3.5 | 3.7 | 0.1 | 13.4
O=C(CSc1nnc2ccc(-c3ccc(Br)cc3)nn12)NCC1CCCO1 (stereo not given) | -1.2 | 3.2 | 0.1 | 7.2 | 4.5 | 0.5 | 0.4 | -3.2 | 7.2
CN(C(=O)COC(=O)c1ccc(S(=O)(=O)N2CCOCC2)cc1)c1ccccc1 | -0.1 | 1.1 | 1.0 | 14.4 | 4.0 | 1.7 | 2.8 | -0.2 | 6.3
O=C(CN1CCN(c2ccccc2F)CC1)NC(=O)NC1CCCCC1 | -3.4 | 11.3 | 1.8 | 1.9 | -19.6 | 7.4 | 3.1 | -0.5 | 13.0
CC(C)n1nccc1NS(=O)(=O)c1ccccc1 | -0.1 | 3.4 | 0.4 | 4.3 | 7.8 | 3.6 | 0.9 | 2.4 | -3.6
Cc1ccc(-n2c(=O)cc(N3CCN(Cc4ccccc4)CC3)[nH]c2=O)cc1 | -4.9 | 5.8 | -0.2 | -2.2 | 1.0 | 3.0 | 0.6 | -0.5 | 6.8

One compound at a time, from the list above. Order of screens: CHRM4 antagonist	M4 PAM	CRFBP-R2 agonist	CHRM5 antagonist	CRFR2-BP antag	M5 PAM	M4 ag	M5 ag	M1 PAM
COC(=O)c1cc(Br)c(=O)n(Cc2ccc(OC)c(OC)c2)c1 across the screens: 7.8	6.2	10.1	2.0	-1.8	-2.9	1.6	6.1	2.3
CCCCn1c(N)c(N(CCOC)C(=O)CSc2nc3ccc(C)cc3[nH]2)c(=O)[nH]c1=O across the screens: -1.1	1.8	-1.1	0.9	3.0	-6.7	-0.3	0.4	6.1
O=C(CN1CCN(c2ccccc2F)CC1)NC(=O)NC1CCCCC1 across the screens: -3.4	11.3	1.8	1.9	-19.6	7.4	3.1	-0.5	13.0
CC(C)n1nccc1NS(=O)(=O)c1ccccc1 across the screens: -0.1	3.4	0.4	4.3	7.8	3.6	0.9	2.4	-3.6
CC1(C)Cc2cccc(OCC(=O)NCc3ccccc3)c2O1 across the screens: -4.5	5.7	-0.1	-11.1	1.1	3.5	3.7	0.1	13.4

The list goes on:
SMILES | CHRM4 antagonist | M4 PAM | CRFBP-R2 agonist | CHRM5 antagonist | CRFR2-BP antag | M5 PAM | M4 ag | M5 ag | M1 PAM
O=C(Cn1[nH]c(=O)c2ccccc2c1=O)Nc1cccc(-c2nnc3n2CCCCC3)c1 | -11.9 | 4.8 | -1.7 | -3.5 | 16.1 | 22.3* | 0.6 | -4.5 | 8.7
CCOc1ccc(OCC)c(NC(=O)C2CCCN(S(=O)(=O)c3c(C)n[nH]c3C)C2)c1 (stereo not given) | 7.0 | -8.1 | -0.6 | 5.0 | 8.9 | -13.3 | 1.7 | -0.4 | 1.3
COC(=O)c1ccc(-c2nc3cc(N)ccc3o2)cc1 | 8.4 | 12.0 | 0.3 | -5.2 | 4.2 | 4.2 | 1.9 | -1.7 | 3.4
O=C(NCc1nc(-c2ccccc2)no1)c1ccc2c(c1)OCO2 | -6.9 | 3.4 | -1.2 | 7.4 | 3.5 | -0.9 | 2.6 | -1.3 | 9.2
Cn1c(=O)[nH]c(=O)c2c1nc(N/N=C/c1ccncc1)n2Cc1ccc(F)cc1 | -6.7 | 4.5 | -0.3 | 2.6 | -5.0 | 3.0 | -1.7 | 1.3 | 5.7
COc1ccc(NC(=O)CSc2nc3c(c(=O)n2-c2ccc(C)cc2)SCC3)c(OC)c1 | 2.9 | -0.1 | -2.9 | -1.1 | -43.7 | 1.2 | 0.1 | -0.5 | -3.4
O=C(NCc1ccc2c(c1)OCO2)c1ccc(Cl)s1 | 1.6 | 4.0 | -0.1 | 3.5 | 4.0 | 7.5 | 1.4 | -2.5 | 3.6
COc1ccc(-n2c(=O)[nH]cc(C(=O)Nc3ccc4c(c3)OCO4)c2=O)cc1OC | 7.9 | -1.4 | -0.9 | -0.8 | 4.3 | 0.1 | -0.4 | -3.3 | 7.4
C=CCN1C(=O)c2ccc(C(=O)NCC(=O)Nc3c(C)cc(C)cc3C)cc2C1=O | -20.4 | 7.7 | -0.8 | 5.5 | 11.8 | -4.6 | 0.5 | -2.3 | 7.5
COc1ccc2oc3cc(NCCN(C)C)ccc3c(=O)c2c1 | -5.0 | 17.9 | x | 2.0 | x | -1.7 | 1.1 | -2.6 | 10.3
Cc1cc(/C=C2/C(=N)N3C(=NC2=O)SN=C3S(C)(=O)=O)c(C)n1-c1ccccc1 | -1.3 | -1.4 | -1.1 | 7.9 | 42.0 | -2.8 | 0.5 | -1.2 | -8.4
Cc1cc(C)c(OCC(=O)N/N=C/c2ccc3c(c2)OCO3)c(C)c1 | -5.6 | -2.3 | 0.8 | 2.4 | 20.3 | -2.6 | -0.7 | -4.7 | 4.4
COc1ccc(NC(=O)COC(=O)CC23CC4CC(CC(C4)C2)C3)c([N+](=O)[O-])c1 | 7.5 | 0.0 | -0.6 | 7.6 | -23.5 | 1.3 | 0.0 | 0.8 | 9.1
CN1N=C(C(=O)N2CCc3c([nH]c4ccccc34)C2c2ccccc2Cl)CCC1=O (stereo not given) | 3.9 | -1.5 | 0.0 | 3.6 | -12.5 | 2.0 | 3.5 | -7.2 | 8.1
Nc1nonc1-c1noc(COc2ccccc2Cl)n1 | 2.5 | 1.1 | 0.4 | -0.1 | 11.6 | 2.1 | 0.5 | -6.0 | 5.5
CCCCn1nnc(NC(=O)COc2ccc(Cl)c(C)c2)n1 | 13.5 | 5.6 | -2.1 | 12.2 | 2.5 | -10.3 | 5.1 | 1.1 | -9.0
COc1ccc(NC(=O)c2ccc(OC)c(S(=O)(=O)N3CCCCC3C)c2)cn1 (stereo not given) | 10.2 | 2.9 | 1.5 | 2.5 | -4.5 | -0.5 | 2.7 | 0.2 | 2.2
O=C(Oc1ccc(NC2=C(Cl)C(=O)c3ccccc3C2=O)cc1)c1ccc([N+](=O)[O-])cc1 | 3.7 | 0.9 | 0.0 | -0.5 | 25.0 | 1.4 | 0.2 | -1.4 | 10.4
C=CCN1C(=O)/C(=C/c2ccccc2)S/C1=N/c1nccs1 | -7.2 | 13.2 | 1.4 | -10.1 | -26.7 | 5.0 | 0.7 | 1.1 | 8.8
O=C(Nc1cccc(Cl)c1)c1nc[nH]c1C(=O)N1CCc2ccccc2C1 | -5.0 | -4.6 | 2.0 | 11.9 | 4.7 | -10.0 | -0.6 | 1.6 | -0.2
COc1cc(C(=O)N2CCN(C(=O)C(Cc3cc(C)ccc3C)NC(C)=O)CC2)cc(OC)c1OC (stereo not given) | -15.1 | 4.8 | -1.2 | -5.9 | -5.7 | -2.4 | 0.0 | 0.8 | 3.3
CS(=O)(=O)N1CCC(Oc2cccc(C(=O)NCCCC3CCCC3)c2)CC1 | -3.4 | -3.1 | 0.5 | -7.4 | -4.2 | -7.0 | 13.3 | 3.9 | -3.2
CCOc1ccc(C(=O)NCC2CCCN2S(=O)(=O)c2cccs2)cc1 (stereo not given) | -7.4 | 2.6 | -0.5 | 0.7 | -6.7 | -1.0 | 1.4 | 2.6 | 10.4
O=C(NC(=O)c1ccccc1O)c1ccc(C(F)(F)F)cc1 | 1.3 | 0.6 | 54.6* | 4.1 | 52.0* | 5.1 | 0.7 | 4.8 | 9.3
